Yp Topo-I inh: blocks Yersinia pestis topoisomerase I activity. Y. pestis Topo-I cleavage product accumulation, plate reader. activity, % at 10 µM. 360,000 compounds, 0.064% hits. AID 504884; in the data active = activity above about 50%, passing the limit was not always enough; inconclusive = no clear call, values can overlap the other calls; note: inactives centre near 2
FadD28 FP inh: M. tuberculosis FadD28 bisubstrate binding inhibition; FadD28 bisubstrate probe binding, fluorescence polarization; inhibition, % at 12.5 µM; 360,000 compounds, 0.22% hits; AID 588549; in the data active = inhibition above about 8.5%, passing the limit was not always enough; inconclusive = no clear call, values can overlap the other calls
Anthrax LF inh2: blocks Bacillus anthracis lethal factor protease. multiplex microsphere protease cleavage assay, LF. inhibition, % at 10 µM. 360,000 compounds, 0.12% hits. AID 588501; note: plate controls were buffer without enzyme for full effect and enzyme alone for no effect
Target sequence (P15917 whole entry, looked up): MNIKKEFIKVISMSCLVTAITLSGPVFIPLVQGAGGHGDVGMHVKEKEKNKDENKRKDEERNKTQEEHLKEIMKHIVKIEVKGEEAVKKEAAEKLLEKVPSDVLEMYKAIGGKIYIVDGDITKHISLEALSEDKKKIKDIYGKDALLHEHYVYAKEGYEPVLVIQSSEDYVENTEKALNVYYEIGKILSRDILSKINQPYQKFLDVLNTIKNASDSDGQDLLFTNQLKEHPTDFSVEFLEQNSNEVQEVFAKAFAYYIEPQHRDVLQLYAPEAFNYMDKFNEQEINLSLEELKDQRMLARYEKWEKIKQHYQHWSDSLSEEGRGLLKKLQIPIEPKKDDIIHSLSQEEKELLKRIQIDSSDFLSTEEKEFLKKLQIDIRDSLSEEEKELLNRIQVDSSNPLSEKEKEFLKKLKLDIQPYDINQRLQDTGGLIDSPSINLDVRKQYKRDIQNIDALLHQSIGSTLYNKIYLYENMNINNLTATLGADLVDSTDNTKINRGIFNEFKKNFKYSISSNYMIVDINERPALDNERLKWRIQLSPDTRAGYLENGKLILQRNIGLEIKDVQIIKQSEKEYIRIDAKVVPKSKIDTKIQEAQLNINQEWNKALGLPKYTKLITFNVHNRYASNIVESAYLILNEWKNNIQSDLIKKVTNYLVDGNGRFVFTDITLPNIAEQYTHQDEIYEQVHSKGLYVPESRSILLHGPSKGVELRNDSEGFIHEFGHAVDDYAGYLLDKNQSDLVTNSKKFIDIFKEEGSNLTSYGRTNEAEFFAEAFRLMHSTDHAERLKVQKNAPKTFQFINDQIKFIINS
BoNT-A LC inh2: blocks Botulinum neurotoxin A light chain protease. AID 588499. inhibition, % at 10 µM. multiplex microsphere protease substrate cleavage, flow cytometry. 360,000 compounds, 0.17% hits; note: plate controls were buffer without enzyme for full effect and enzyme alone for no effect
BoNT-F LC inh: inhibitors of Botulinum neurotoxin F light chain protease; Multiplex microsphere protease cleavage assay, flow cytometry; inhibition, % at 10 µM; 360,000 compounds, 0.22% hits; AID 588497; in the data active = inhibition above about 35%, passing the limit was not always enough; inconclusive = no clear call, values can overlap the other calls; note: plate controls were buffer without enzyme for full effect and enzyme alone for no effect
PrPC TRFRET: reduces human prion protein on the cell surface | AID 720596 | cell surface PrPC, TR-FRET read-out | inhibition, % at 13.8 µM | 370,000 compounds, 0.43% hits | P04156; in the data active = inhibition above about 24%; note: 0% = median of the test wells and 100% = reference compound wells
PfHsp40 rescue: restores yeast growth despite PfHsp40 toxicity | AID 504582 | growth rescue, % at 12.5 µM | S. cerevisiae expressing PfHsp40, growth rescue, ATP luminescence | 340,000 compounds, 0.68% hits; in the data active = growth rescue above about 28%, passing the limit was not always enough; inconclusive = no clear call, values can overlap the other calls;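 note: yeast W303a lacking pdr1 and pdr3 grown in galactose medium; growth measured after three days at 30 °C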
TcdB inh: blocks C. difficile toxin B glycohydrolase activity; P18177; TcdB glycohydrolase enzymatic assay, plate reader; inhibition, % at 9.99 µM; 350,000 compounds, 0.24% hits; AID 652162; in the data active = inhibition above about 10%
CCHF vOTU inh: CCHFV vOTU protease inhibition. AID 651958. 370,000 compounds, 0.55% hits. inhibition, % at 11.5 µM. Pep-AMC fluorescence; in the data active = inhibition above about 30%; note: 0% = vehicle wells with enzyme and 100% = no enzyme wells
Numbers without * were called inactive; ? = inconclusive; / = not tested or not shown; & = joins results of further samples. Cut-off read from the data, not from the text of the source, unless noted: active = inhibition above about 30%; inconclusive = no clear call, values can overlap the other calls; inactive = below that.

SMILES | Yp Topo-I inh | FadD28 FP inh | Anthrax LF inh2 | BoNT-A LC inh2 | BoNT-F LC inh | PrPC TRFRET | PfHsp40 rescue | TcdB inh | CCHF vOTU inh
O=C(Nc1ccc(Cl)cn1)c1ccccc1F | -9 | -1.3 | -8 | -0.6 | 10 | -2 | 0.5 | / | -16
O=C(O)CCCCn1c(SCc2ccccc2Cl)nc2ccsc2c1=O | 3 | -5.1 | 0 | -0.6 | -2 | 0 | 1.0 | -2.0 | 11
CCC(=O)N1CCc2cc(S(=O)(=O)N3CCN(c4cc(Cl)ccc4C)CC3)ccc21 | 3 | -0.2 | 0 | -0.1 | 0 | -3 | -0.3 | 1.0 | 8
O=C(COc1ccc2c(c1)oc(=O)c1ccccc12)NCCCN1CCOCC1 | -5 | -0.3 | 2 | 1.1 | 2 | -3 | 0.8 | 1.5 | -61
CC(C(=O)O)N1c2cccc3cccc(c23)S1(=O)=O (stereo not given) | 4 | 0.1 | -9 | 4.5 | 22 | 3 | -1.0 | -0.9 | -26
CC(C)c1nc(NCCN2CCOCC2)c(C#N)c2c1COC(C)(C)C2 | 13 | -1.3 | -4 | 0.1 | -10 | 6 | 14 | / | 13
CCNc1nc(NOC)nc(OCC#N)n1 | 2 | -0.9 | 0 | 0.1 | -2 | -1 | -0.6 | 0.4 | 4
CCOC(=O)C1C(=O)OC2(CCCC2)C1C(=O)OCC (stereo not given) | -6 | -1.8 | -2 | -0.1 | 10 | 4 | -0.7 | / | -9
CSc1ccc(/C=C/C(=O)OCC(=O)NCC2CCCO2)cc1 (stereo not given) | -1 | -2.9 | 0 | 0.5 | 3 | -1 | -0.6 | 2.5 | -63
CN(CC(=O)Nc1ccc(Cl)c(C(F)(F)F)c1)C(=O)C1(c2ccccc2)CC1 | -6 | -5.9 | -3 | -0.8 | -3 | 5 | -0.2 | 3.6 | 17
NC(=O)c1ccsc1NC(=O)c1cccs1 | 5 | -9.2 | -2 | -1.0 | -12 | -7 | 14 | 0.0 | 5
CC(C)C(C)(C#N)NC(=O)COC(=O)C1CCN(S(=O)(=O)c2ccc3c(c2)OCCO3)CC1 (stereo not given) | 14 | -1.2 | 1 | 0.2 | 0 | 6 | -1.3 | 0.4 | -4
CCOC(=O)NC(=O)CSc1nc2ccc(OCC)cc2[nH]1 | 8 | -0.5 | -1 | -2.1 | -17 | -2 | 3.9 | / | -4
Cc1[nH]c2ccc(F)cc2c1CCN(Cc1cccnc1)C(=S)Nc1ccccc1 | 4 | -0.4 | -11 | -0.6 | -10 | 1 | 0.3 | 0.3 | -10
CSc1ccc(CN2CCC(C)(Oc3ccc(F)cc3)C2)cc1 (stereo not given) | 12 | 0.0 | -10 | -0.2 | -5 | -9 | / | 0.0 | 0
COc1cccc(CC(NC(C)=O)C(=O)NC2CCN(S(=O)(=O)c3cccc4ccccc34)CC2)c1 (stereo not given) | 11 | -1.8 | -2 | -0.5 | -8 | -11 | 1.5 | / | -17
CC1=NN(C(=O)c2ccccc2Cl)C(O)(c2ccccc2)C1 (stereo not given) | 11 | -0.2 | 3 | -0.5 | 6 | 9 | -0.3 | 0.5 | -10
O=C(O)CC/C(=N\NC(=O)c1ccc(F)cc1)c1ccc(Br)cc1 | 8 | -1.4 | -6 | 0.0 | -4 | 4 | -1.8 | -1.3 | 6
Cc1ccc(NC(=S)NC(=O)c2ccc(-c3ccc(Cl)cc3)o2)c(O)c1 | 9 | -2.3 | -1 | -2.5 | -18 | 8 | -0.2 | 0.1 | 6
O=C(NCc1ccco1)C1CCN(c2ccc(S(=O)(=O)N3CCOCC3)cc2[N+](=O)[O-])CC1 | -3 | -0.8 | -7 | -0.4 | -5 | -23 | 0.0 | 1.1 | 8
CN(C)/C=C/C(=O)c1c(F)cccc1F | -3 | -1.9 | -2 | -1.2 | -4 | 0 | -0.8 | 1.1 | -8
O=C(NC(=S)N1CCOCC1)c1ccccc1Cl | 7 | -5.4 | 3 | -0.1 | -2 | 9 | 0.9 | 1.2 | 7
CCOc1ccc(NC(=O)CN(C)C(=O)c2cccnc2Sc2ccccc2Cl)cc1OCC | 10 | -2.7 | 0 | 1.6 | -4 | -4 | -0.6 | 0.6 | -2
CCN(CC)C(=O)C1=C(C)N(Cc2ccc(F)cc2)C(=O)C(CC(=O)NCc2cccc3ccccc23)C1 (stereo not given) | 14 | -0.8 | 2 | -0.4 | 2 | -4 | / | -0.1 | 2
O=C(O)C1CCCCC1C(=O)N1CC=C(c2ccccc2)CC1 (stereo not given) | 6 | -3.1 | 0 | 0.6 | -6 | 0 | 5.0 | / | -8
Cc1cc(C)nc(Sc2ccc(C=O)cc2[N+](=O)[O-])n1 | 3 | -4.1 | -2 | -0.9 | -5 | -14 | 1.8 | 0.1 | -1
Cn1cccc1C(=O)OCC(=O)NCCc1ccc(S(N)(=O)=O)cc1 | -6 | 0.1 | 2 | -1.2 | 0 | 6 | 0.8 | 1.1 | 16
CCOC(=O)C1CCCN(C(=O)c2ccc3nc(-c4ccccc4)c(-c4ccccc4)nc3c2)C1 (stereo not given) | 18 | -0.8 | 2 | 3.0 | -2 | -10 | -1.3 | 1.2 | -26
CCc1nc2c(OCCn3cccc3)cccn2c1N(C)C(=O)CC(C)C | 4 | -3.4 | -5 | 0.1 | -1 | -1 | / | 0.0 | -5
S=C(Nc1ccc(Cl)c(Cl)c1)NC1CCCCC1 | -4 | -6.5 | 1 | -1.7 | -5 | / | 190* | 1.1 | /
C[C@H]1CN([C@@H](C)CO)C(=O)CCCn2nncc2CO[C@@H]1CN(C)C(=O)NC1CCCCC1 | 6 | -0.7 | -5 | -0.7 | 0 | -1 | / | -0.4&-1.2 | 3
O=C(NCCN1CCOCC1)c1cc2n(n1)C(C(F)(F)F)CC(c1ccc(F)cc1)N2 (stereo not given) | 6 | -2.1 | -5 | -0.5 | 0 | -3 | -0.6 | / | 0
Cn1cc(S(=O)(=O)N2CCN(c3cccc(Cl)c3)CC2)c(=O)n(C)c1=O | -2 | -6.1 | -4 | 0.3 | -6 | 2 | -0.5 | 1.9 | -11
O=C(c1ccc(F)cc1)N1CCOC(c2nc(-c3ccc(F)cc3)no2)C1 (stereo not given) | 17 | -1.0 | -4 | 0.3 | -7 | -7 | -1.5 | 1.4 | 8
O=C(CCNC(=O)Cn1cnc2ccccc2c1=O)NCC1COc2ccccc2O1 (stereo not given) | 5 | -1.2 | -2 | 1.0 | 21 | -1 | 0.5 | / | 7
Cc1ccc(CSc2nnc(-c3cccnc3)n2N)cc1 | 4 | -0.4 | 0 | -1.3 | -4 | -3 | 0.4 | / | -10
Cc1cccc(NC(=O)c2c(O)c3ccccc3n(C)c2=O)c1 | 5 | -1.4 | -13 | 0.5 | 12 | 8 | -1.5 | 0.1 | 0
CCOC(=O)C1CCCN(C(=O)c2cc3c(=O)n4ccccc4nc3s2)C1 (stereo not given) | -8 | -0.6 | 5 | 3.3 | 4 | 0 | 21 | 1.7 | -59
CCCN=C1N/C(=C\c2ccco2)C(=O)N1c1ccccc1 | -5 | -1.8 | 0 | 0.8 | -4 | -1 | -0.1 | / | 6
CC(=O)n1cc(Nc2ccccc2C(=O)O)c2ccccc21 | 0 | -2.4 | 1 | 0.3 | 14 | 4 | 0.0 | / | -22
OC(c1cc(-c2cccc(Cl)c2)nc2ccccc12)C1CCCCN1 (stereo not given) | -11 | -8.1 | -3 | -0.5 | -24 | -13 | -0.2 | 2.6 | 16
Nc1n[nH]c(C2CC2)c1N=Nc1ccc(Cl)c(Cl)c1 | -15 | -1.4 | / | / | / | 3 | / | 0.0 | 3
COCCCNC(=O)c1cc(S(=O)(=O)N2CCOCC2)ccc1SCc1cccc(OC)c1OC | -11 | -3.5 | 1 | 0.4 | -5 | -1 | -0.1 | 1.0 | -16
COc1ccc(-n2ncc(C(C)NS(=O)(=O)c3cc(C)sc3C)c2C)cc1 (stereo not given) | 2 | -4.0 | -1 | -0.3 | -3 | -3 | / | -0.3 | 10
Cc1ccc(C(=O)COC(=O)CNC(=O)COc2ccccc2C)cc1C | 6 | -0.7 | -8 | -0.1 | 0 | -6 | 1.4 | / | -2
O=C(COC(=O)C12CC3CC(CC(O)(C3)C1)C2)Nc1ccc(OC(F)F)cc1 | -3 | -3.6 | 7 | 1.6 | 4 | 1 | 0.4 | 1.6 | -18
CCN1CCN(C(=S)c2ccc(-c3ccccc3)cc2)CC1 | -5 | -7.1 | -2 | -2.2 | -10 | -2 | -0.6 | 1.0 | -2
CN1CCN(NC(=O)Nc2ccc(F)cc2)CC1 | -3 | -0.5 | 1 | 2.6 | 5 | -2 | -1.3 | 1.1 | 1
CN1C(=O)C(CC(=O)NCCc2ccccc2)N(NC(=O)c2cccc(F)c2)C1=S (stereo not given) | 2 | -2.1 | -1 | -2.6 | -5 | -4 | -1.4 | -0.2 | 1
Cc1ccc(S(=O)(=O)CC(=O)NC2CC2)cc1 | -4 | -0.9 | -2 | 0.3 | ? | -2 | -0.5 | / | 6
Cc1cc(N/N=C/c2ccccc2)nc(NCc2ccccc2)n1 | -9 | -0.3 | 1 | -0.5 | -5 | 7 | -1.0 | -0.5 | 24
COc1cc(N2C(=O)C=CC2=O)c(OC)cc1Cl | -4 | -2.6 | / | / | / | 4 | 23 | -2.2 | -10
Cc1cc2c(s1)c1cnn(Cc3ccccc3F)c(=O)c1n2C | 8 | -0.8 | 3 | -0.1 | 5 | 11 | 0.1 | -0.4 | -3
COc1ccc(C)cc1NC(=O)C1CCC(CNc2c(N3CCOCC3)c(=O)c2=O)CC1 (stereo not given) | 0 | -1.4 | -8 | 0.3 | -21 | 1 | -0.2 | 1.2 | -6
COc1cccc(CN(C(=O)c2cccc(OC)c2)C2CCS(=O)(=O)C2)c1 (stereo not given) | 1 | -3.2 | -1 | 2.9 | 2 | -5 | 1.6 | 1.1 | 17
C[C@@H]1CN([C@H](C)CO)C(=O)CCCn2nncc2CO[C@@H]1CN(C)S(=O)(=O)c1ccccc1 | 2 | -2.2 | 2 | 0.1 | -5 | -1 | / | 1.3&0.3 | -4
Cc1cccc(N2CCN(C(=O)CCc3nc4ccccc4[nH]3)CC2C)c1 (stereo not given) | 15 | -0.3 | 0 | -0.8 | -4 | 3 | 1.7 | 7.7 | 13
COc1ccc2[nH]c3c(c2c1)CCN1C(=O)C(CC(=O)NCCc2ccccn2)C[C@H](C(=O)N2CCOCC2)[C@@]31C (stereo not given in full) | 6 | -1.1 | -1 | 0.2 | -2 | 9 | -0.6 | 0.1 | 1
N#CCCN(C(=O)COC(=O)c1ccc(S(=O)(=O)Nc2ccccc2)cc1)c1ccccc1 | 11 | -19 | -1 | 0.2 | 0 | 1 | -0.9 | / | -7
O=c1[nH]c(=O)n(CCC2=CCCCC2)c(O)c1/C=N/Nc1ccccc1 | 24 | -2.9 | -4 | -0.5 | -4 | 7 | 0.0 | 0.6 | -2

An excerpt of these results, field by field:
COc1ccc2[nH]c3c(c2c1)CCN1C(=O)C(CC(=O)NCCc2ccccn2)C[C@H](C(=O)N2CCOCC2)[C@@]31C (stereo not given in full)
  Yp Topo-I inh: 6
  FadD28 FP inh: -1.1
  Anthrax LF inh2: -1
  BoNT-A LC inh2: 0.2
  BoNT-F LC inh: -2
  PrPC TRFRET: 9
  PfHsp40 rescue: -0.6
  TcdB inh: 0.1
  CCHF vOTU inh: 1
C[C@@H]1CN([C@H](C)CO)C(=O)CCCn2nncc2CO[C@@H]1CN(C)S(=O)(=O)c1ccccc1
  Yp Topo-I inh: 2
  FadD28 FP inh: -2.2
  Anthrax LF inh2: 2
  BoNT-A LC inh2: 0.1
  BoNT-F LC inh: -5
  PrPC TRFRET: -1
  PfHsp40 rescue: /
  TcdB inh: 1.3&0.3
  CCHF vOTU inh: -4
N#CCCN(C(=O)COC(=O)c1ccc(S(=O)(=O)Nc2ccccc2)cc1)c1ccccc1
  Yp Topo-I inh: 11
  FadD28 FP inh: -19
  Anthrax LF inh2: -1
  BoNT-A LC inh2: 0.2
  BoNT-F LC inh: 0
  PrPC TRFRET: 1
  PfHsp40 rescue: -0.9
  TcdB inh: /
  CCHF vOTU inh: -7
COc1cc(N2C(=O)C=CC2=O)c(OC)cc1Cl
  Yp Topo-I inh: -4
  FadD28 FP inh: -2.6
  Anthrax LF inh2: /
  BoNT-A LC inh2: /
  BoNT-F LC inh: /
  PrPC TRFRET: 4
  PfHsp40 rescue: 23
  TcdB inh: -2.2
  CCHF vOTU inh: -10

Compound activity from PubChem.
